GAA850 FXN act – FXN promoter activators, primary screen, cell-based, luciferase luminescence, HEK293 lucGAA850; AID 540364, 2011; hit rate 0.56% among 360,000; activation, % at 6 µM; HEK293 lucGAA850 FXN promoter luciferase reporter, 24 h; percent of 10 µM SAHA response;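 active = activation above the average of all compounds screened plus 3 SD, cutoff fixed separately per campaign, cut at about 7.5% in these data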;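 note: 0% = DMSO wells and 100% = 10 µM SAHA wells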
hcDAF12 agonist – H. contortus DAF-12 nuclear receptor activators, primary screen, cell-based, luminescence, HEK293, lit1-tk-luc reporter; HEK293 hcDAF-12 lit1-tk-luc reporter; 0% DMSO, 100% Δ7-dafachronic acid; activation, % at 6.8 µM; hit rate 1.4% among 370,000;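 active = activation above the mean of all tested compounds plus 3 SD, cut at about 5.5% in these data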;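 note: 100% = response to 3 µM Δ7-dafachronic acid high control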
proKLK7 act – proKLK7 zymogen activators, primary screen, biochemical, fluorescence intensity. Kallikrein-7 (Homo sapiens), P49862. purified proKLK7, EDANS-DABCYL substrate fluorescence; 100% is mature enzyme control, 0% vehicle. activation, % at 7 µM. hit rate 0.9% among 370,000;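 active = activation above the mean of all tested compounds plus 3 SD, computed per campaign excluding outliers beyond control limits, cut at about 13% in these data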
Target sequence (P49862 whole entry, looked up): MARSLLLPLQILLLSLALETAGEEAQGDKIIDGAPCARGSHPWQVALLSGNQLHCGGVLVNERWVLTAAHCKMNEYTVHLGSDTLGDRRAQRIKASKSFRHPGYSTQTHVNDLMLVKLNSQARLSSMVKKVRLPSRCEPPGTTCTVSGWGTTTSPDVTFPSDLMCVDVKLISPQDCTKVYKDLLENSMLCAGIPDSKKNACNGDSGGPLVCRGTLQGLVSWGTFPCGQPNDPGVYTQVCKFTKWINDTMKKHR
NPR2 activator – human GC-B receptor activators, primary screen, HEK293 GC-B cells, cGMP TR-FRET, EC30 CNP; 0% at EC30 CNP, 100% saturating CNP; activation, % at 10 µM; hit rate 0.11% among 370,000; AID 1920062, 2024;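 active = activation at 10 µM reaching about 35% in either raw or pattern-adjusted values, limit read from the data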
hgDAF-12 ag – H. glycines DAF-12 receptor agonists, primary screen, cell-based, luminescence, HEK293, GAL4 fusion, UAS-luciferase; Nuclear hormone receptor DAF-12 (Heterodera glycines), GAL4 fusion; HEK293 GAL4-hgDAF12 UAS-luciferase reporter, agonist luminescence; normalized to butyrate control; activation, % at 6.8 µM; hit rate 1.8% among 370,000; AID 687014, 2013;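 active = activation above a cutoff set at the mean of all screened compounds plus 3 SD, cut at about 10% in these data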;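 note: 0% = DMSO wells and 100% = sodium butyrate wells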
DAX1 inh-1 – DAX1 (NR0B1) inhibitors, primary screen, cell-based, HEK293, Gal4-DAX1, luciferase luminescence; HEK293 Gal4-DAX1 luciferase reporter; AID 504766, 2011; hit rate 0.99% among 340,000; inhibition, % at 6.75 µM; Nuclear receptor subfamily 0 group B member 1 (Homo sapiens), P51843;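 active = inhibition above the mean over all tested compounds plus 3 SD, cut at about 4.2% in these data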;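 note: 0% = DAX1-transfected cells with DMSO and 100% = empty-vector control cells with DMSO; inhibition shows as a rise in luminescence from relieved DAX1 repression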
Target sequence (P51843 207-470 limits assumed): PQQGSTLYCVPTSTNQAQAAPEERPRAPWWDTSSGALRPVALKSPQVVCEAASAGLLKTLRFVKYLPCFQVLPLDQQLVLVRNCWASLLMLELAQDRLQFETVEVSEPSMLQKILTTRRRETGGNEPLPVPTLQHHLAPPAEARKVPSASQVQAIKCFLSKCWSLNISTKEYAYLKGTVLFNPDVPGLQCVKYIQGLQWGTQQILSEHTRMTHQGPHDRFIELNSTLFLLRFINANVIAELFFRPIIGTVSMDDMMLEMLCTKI
ssDAF12 agonist – S. stercoralis DAF-12 nuclear receptor activators, primary screen, cell-based, luminescence, HEK293, GRIP1 co-expression, lit1-tk-luc. hit rate 1% among 370,000. activation, % at 6.8 µM. HEK293 ssDAF-12/GRIP1 lit1-tk-luc reporter; % of 3 µM dafachronic acid response. AID 652126, 2013;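 active = activation above the mean over all tested compounds plus 3 SD, cut at about 0.9% in these data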;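 note: 0% = DMSO-only wells and 100% = 3 µM delta7-dafachronic acid wells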
HGIII-sPLA2 inh – human group III sPLA2 inhibitors, primary screen, biochemical, QFRET, BODIPY PC-A2 liposome substrate. QFRET BODIPY PC-A2 liposome hydrolysis, fluorescence. Group 3 secretory phospholipase A2 (Homo sapiens), Q9NZ20. hit rate 0.56% among 370,000. inhibition, % at 12.2 µM;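 active = inhibition above mean plus 3 SD of compounds lying within the high and low control bounds, cut at about 19% in these data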;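 note: 0% = median of test compound wells and 100% = no enzyme DMSO wells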
Target sequence (Q9NZ20 whole entry, looked up): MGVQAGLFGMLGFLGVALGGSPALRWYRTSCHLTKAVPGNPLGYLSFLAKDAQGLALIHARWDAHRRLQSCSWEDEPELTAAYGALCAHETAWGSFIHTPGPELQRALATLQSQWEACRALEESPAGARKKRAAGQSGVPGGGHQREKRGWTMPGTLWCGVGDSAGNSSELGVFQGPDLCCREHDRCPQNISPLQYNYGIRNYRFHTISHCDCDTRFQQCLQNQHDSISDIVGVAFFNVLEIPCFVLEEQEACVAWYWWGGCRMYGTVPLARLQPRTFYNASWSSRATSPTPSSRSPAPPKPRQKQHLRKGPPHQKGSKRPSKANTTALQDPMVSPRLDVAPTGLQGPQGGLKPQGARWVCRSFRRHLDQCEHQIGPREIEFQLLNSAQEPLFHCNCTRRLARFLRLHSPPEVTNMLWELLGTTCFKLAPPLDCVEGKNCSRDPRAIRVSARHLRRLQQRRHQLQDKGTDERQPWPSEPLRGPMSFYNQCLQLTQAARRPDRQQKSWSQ
DAX1 inh-2 – DAX1 (NR0B1) inhibitors on StAR promoter, primary screen, cell-based, luminescence, SF-1 (NR5A1), full-length DAX-1; HEK293T StAR-luciferase reporter, SF-1/DAX-1 repression relief; inhibition, % at 6.8 µM; hit rate 1.1% among 370,000; AID 652010, 2013;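 active = inhibition above the mean over all tested compounds plus 3 SD, cut at about 3.6% in these data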;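 note: 0% = DAX-1 cells with DMSO and 100% = cells lacking DAX-1 with DMSO; higher inhibition means more luminescence from relief of DAX-1 repression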
SMARCA2 act – SMARCA2 (BRM) function activators, primary screen, cell-based, luminescence, high throughput; hit rate 1% among 370,000; AID 652017, 2013; activation, % at 9.1 µM; MG213 cells, MMTV-luciferase reporter, dexamethasone, overnight; in the data active = activation above about 7.8%;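 note: 0% = vehicle wells and 100% = reference activator wells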
GC-A act – GC-A stimulated cGMP production enhancers – HEK293 GC-A cells, cGMP TR-FRET, EC30 ANP, primary screen; Atrial natriuretic peptide receptor 1 (Homo sapiens), P16066; 0% at EC30 ANP, 100% saturating ANP; activation, % at 10 µM; hit rate 0.14% among 370,000; in the data active = activation above about 40%
The depositor's hits bear a star; . = not tested or not shown.

SMILES | GAA850 FXN act | hcDAF12 agonist | proKLK7 act | NPR2 activator | hgDAF-12 ag | DAX1 inh-1 | ssDAF12 agonist | HGIII-sPLA2 inh | DAX1 inh-2 | SMARCA2 act | GC-A act
NC(=O)c1ccc(F)cc1 | 1.4 | 1.2 | -0.1 | 1 | -1.0 | -0.9 | -0.6 | -3 | -0.2 | 0 | -1
O=C(NCC1CCCO1)c1cccc(Oc2ccc([N+](=O)[O-])cc2)c1 (configuration not stated) | -1.3 | -2.8 | 0.3 | 7 | -5.0 | -0.8 | -1.4 | -5 | -5.9 | -2 | -4
CCOC(=O)c1c(N/N=C/c2cccnc2)n[nH]c1C | -0.7 | -0.2 | -0.2 | 1 | 3.1 | 5.3* | -1.4 | 10 | 0.3 | -2 | 1
CCCCc1ccc(NC(=O)NCc2cccnc2)cc1 | 0.8 | -0.8 | 0.5 | -5 | -0.4 | 1.1 | -1.4 | -9 | -1.0 | 2 | -3
Cc1ccc(S(=O)(=O)Nc2ccccc2C(O)c2ccccc2)cc1 (configuration not stated) | 2.5 | -1.6 | 0.1 | 2 | -3.4 | -0.3 | -1.6 | -20 | -0.2 | -1 | -2
COCCCn1c(C)nnc1SCc1ccc(C(C)(C)C)cc1 | 0.6 | -0.6 | -0.4 | 9 | 3.1 | -0.7 | -1.5 | 13 | 1.3 | -2 | -3
CNc1oc(/C=C/c2ccccc2)nc1C#N | 8.3* | 5.3 | 80* | -10 | 13* | 0.8 | 1.6* | 7 | 2.2 | 1 | 7
CC(Sc1nccn1C)C(=O)Nc1ccccc1 (configuration not stated) | -0.7 | 0.5 | -0.1 | -4 | -0.9 | -0.6 | 0.0 | 8 | 0.0 | 1 | -1
CCOC(=O)c1c(C)[nH]c(C)c1C(=O)COC(=O)c1ccc(Cl)nc1 | 0.0 | -0.6 | -0.1 | -2 | 4.3 | 1.4 | -1.0 | -1 | 0.4 | 0 | -8
CCOc1c2ccc(C(=O)NCc3ccc(OC)cc3)cc2nn1CCOC | -0.8 | -1.1 | 13* | -4 | 0.3 | 1.3 | -1.3 | 4 | 0.6 | 1 | -1
OC[C@@H]1[C@@H](c2ccc(Cl)cc2)C(c2ccccc2)=NN1c1ccccc1 | 2.7 | -0.4 | -130 | -6 | 2.4 | 0.2 | -0.5 | -2 | 0.3 | -3 | 12
COc1ccc2cc(C(=O)C3CCCN(C(=O)c4snnc4C)C3)ccc2c1 (configuration not stated) | 0.4 | -2.2 | 5.8 | -7 | 0.8 | 0.3 | -2.5 | -3 | -1.2 | -2 | -5
CCOC(=O)CN1C(=O)S/C(=C/c2ccc3c(c2)n(C)c(=O)n3C)C1=O | 2.8 | 2.3 | -0.1 | -2 | 5.3 | 0.4 | -1.0 | -2 | 1.1 | -1 | -15
COC(=O)C1=C(C(=O)OC)[C@]2([C@@H]3CC=CCN[C@@H](Cc4ccccc4)C(=O)N3Cc3ccccc3)C=C[C@H]1O2 | 9.1* | -0.5 | -0.8 | -7 | 0.6 | 0.2 | -1.6 | -1 | -0.8 | 0 | -4
O=C(CCS(=O)(=O)c1ccc(Br)cc1)N1CCN(c2ccccc2Cl)CC1 | 1.5 | 0.1 | 0.1 | -3 | -0.6 | -0.7 | -2.3 | -8 | -0.5 | 1 | -10
C=C(C)C(=O)OCCCCCCOc1ccc(C(=O)O)cc1 | -0.3 | -0.5 | 0.1 | 0 | 1.8 | 0.0 | -1.4 | -9 | 0.0 | 3 | -3
Cc1nn2c(nc(N3CCCCC3)c3ccccc32)c1C=O | 9.5* | -1.9 | 1.1 | 1 | 1.5 | -1.8 | -1.5 | 7 | -1.2 | 4 | 11
CCC1CCCCN1c1cc(C)nc2cc(-c3cccc(C)c3)nn12 (configuration not stated) | 1.2 | -3.0 | -1.1 | -6 | -0.7 | -1.5 | -1.2 | -9 | -0.9 | -2 | -5
CCN(CC)CCCNC(=S)N(Cc1ccco1)Cc1cc2cc3c(cc2[nH]c1=O)OCCO3 | . | 1.0 | 1.0 | 5 | 2.9 | . | -0.5 | 2 | 0.4 | -1 | 2
CSc1ncccc1C(=O)N1CCC1(C)C(=O)NC(C)C (configuration not stated) | 0.2 | 3.0 | -1.4 | 0 | -2.3 | . | -0.8 | 3 | 0.7 | -4 | 6

Reprinted from the part before: six compounds, then new ones.
SMILES | GAA850 FXN act | hcDAF12 agonist | proKLK7 act | NPR2 activator | hgDAF-12 ag | DAX1 inh-1 | ssDAF12 agonist | HGIII-sPLA2 inh | DAX1 inh-2 | SMARCA2 act | GC-A act
O=C(CCS(=O)(=O)c1ccc(Br)cc1)N1CCN(c2ccccc2Cl)CC1 | 1.5 | 0.1 | 0.1 | -3 | -0.6 | -0.7 | -2.3 | -8 | -0.5 | 1 | -10
C=C(C)C(=O)OCCCCCCOc1ccc(C(=O)O)cc1 | -0.3 | -0.5 | 0.1 | 0 | 1.8 | 0.0 | -1.4 | -9 | 0.0 | 3 | -3
Cc1nn2c(nc(N3CCCCC3)c3ccccc32)c1C=O | 9.5* | -1.9 | 1.1 | 1 | 1.5 | -1.8 | -1.5 | 7 | -1.2 | 4 | 11
CCC1CCCCN1c1cc(C)nc2cc(-c3cccc(C)c3)nn12 (configuration not stated) | 1.2 | -3.0 | -1.1 | -6 | -0.7 | -1.5 | -1.2 | -9 | -0.9 | -2 | -5
CCN(CC)CCCNC(=S)N(Cc1ccco1)Cc1cc2cc3c(cc2[nH]c1=O)OCCO3 | . | 1.0 | 1.0 | 5 | 2.9 | . | -0.5 | 2 | 0.4 | -1 | 2
CSc1ncccc1C(=O)N1CCC1(C)C(=O)NC(C)C (configuration not stated) | 0.2 | 3.0 | -1.4 | 0 | -2.3 | . | -0.8 | 3 | 0.7 | -4 | 6
CN(Cc1ccc(C(F)(F)F)cc1)C(=O)c1ccc2ccccc2n1 | 3.0 | -1.7 | 0.2 | 0 | -1.0 | 0.1 | -0.8 | 2 | 0.2 | -2 | 1
Cc1nc2sc(C(=O)NCc3ccncc3)c(N)c2c(C)c1Cl | . | -1.6 | 1.4 | 8 | 2.1 | . | -1.1 | 6 | 0.9 | 0 | 10
CC(=O)Nc1ccc(Sc2ccccc2C(=O)O)c(C(=O)O)c1 | 1.3 | 0.3 | 0.2 | 2 | 1.1 | -0.8 | -0.2 | 0 | -0.7 | 0 | 2
O=C(CSc1nnc(-c2ccc(O)cc2)n1Cc1ccco1)c1ccccc1 | -2.2 | -1.7 | -0.1 | -8 | -2.3 | -0.9 | -0.9 | -62 | -0.4 | 1 | -5
Cc1cc(C(=O)NCC(=O)OCC(=O)N2CCCCCC2)ccc1[N+](=O)[O-] | -0.4 | -2.4 | 0.4 | -8 | -2.1 | 0.7 | -0.9 | 0 | 0.3 | 1 | 0
CC(Oc1ccccc1)C(=O)OCC(=O)Nc1ccc2c(c1)OCO2 (configuration not stated) | 1.0 | -0.2 | 0.5 | -4 | -0.3 | 0.9 | -0.8 | 7 | 0.7 | -1 | 1
CN(C)S(=O)(=O)c1cc(NC(=O)CN2CCN(c3ccccc3O)CC2)ccc1Cl | -0.6 | -2.0 | -0.1 | -4 | -2.7 | -1.1 | -1.6 | -3 | -0.4 | -5 | -3
CSc1nnc2c(n1)C[C@H](c1ccccc1)[C@@H](C)[C@@H](C(=O)N1CCCC1)C2 | . | -1.9 | 0.3 | 6 | -2.7 | . | -1.8 | 8 | 0.0 | -1 | 0
O=C(Nc1ccccc1C(F)(F)F)N1CCN(C(c2ccccc2)c2ccccc2)CC1 | -2.1 | -2.2 | -0.3 | -9 | 0.9 | 1.4 | -1.9 | 3 | 0.2 | -3 | 1
Cc1sc2nc(SCC(=O)NCc3ccco3)n(C)c(=O)c2c1C | -1.2 | -1.1 | -0.9 | 4 | -4.0 | -0.4 | -1.7 | -2 | -0.2 | -1 | 3
O=C(CCCC(=O)NCc1ccccc1)NCc1ccccc1 | 1.2 | 0.1 | 0.1 | -3 | -0.6 | -0.2 | -0.6 | 9 | 0.2 | -3 | 1
COc1ccc(C(=O)OC(C)CN2CCN(C)CC2)cc1OC (configuration not stated) | 0.5 | -1.3 | 0.0 | 2 | -0.2 | -0.4 | -0.5 | 2 | 0.2 | 1 | 2
COc1ccc(NC(=O)c2c(SC)nsc2SC)cc1 | 1.5 | 0.1 | -0.4 | -4 | 0.6 | 0.1 | -1.1 | 2 | 0.2 | 1 | 2
Nc1nc2c(c(=O)[nH]1)CN(Cc1ccccc1)CC2 | 0.5 | -0.3 | 0.5 | 8 | -2.7 | -0.8 | -0.7 | 0 | -0.2 | 2 | 2
CCOc1ccc(Oc2ccc(S(=O)(=O)N3CCOCC3)cc2NC(=O)CCNC(C)=O)cc1 | 1.3 | -1.2 | -0.3 | 0 | -0.5 | -0.7 | -1.1 | 9 | -0.8 | -3 | 0
O=C1Cc2ccccc2C(=O)N1Nc1ccccc1 | -1.3 | 0.3 | -0.1 | -2 | 0.1 | 0.5 | -0.5 | -8 | 0.5 | 2 | -1
CCOc1cc(C)c(Cl)cc1S(=O)(=O)n1ccnc1 | 2.4 | -2.4 | -1.1 | 5 | -0.5 | . | -0.5 | 0 | 0.0 | -1 | -3
c1ccc(-c2nnc(CSc3ccc4c(c3)OCCO4)o2)cc1 | 0.8 | -2.4 | -0.1 | 1 | 0.3 | 0.3 | -1.6 | -5 | -0.2 | 0 | -7
Cc1c(/C=N/Nc2ccc([N+](=O)[O-])cn2)c2ccccc2n1Cc1ccccc1 | 1.1 | -0.2 | -0.3 | 1 | 1.8 | 0.0 | -1.3 | 3 | 0.1 | -5 | 4
Cc1cc(C)n2c(SCC(=O)Nc3ccccc3C#N)nnc2n1 | 0.4 | 2.7 | -0.4 | 5 | 2.2 | 0.7 | -0.8 | 10 | -1.1 | -4 | -3
COc1ccc(CN(C)C[C@@H]2OCc3cnnn3CCCC(=O)N([C@@H](C)CO)C[C@H]2C)cc1 | -0.9 | 0.7 | -0.3 | -1 | 1.8 | 0.7 | -1.2 | -3 | 2.2 | -4 | 1
Cc1ccc(/C=N/NC(=O)c2nnn(-c3nonc3N)c2CSc2ccccc2)o1 | -0.9 | 0.7 | 0.4 | 3 | -1.5 | -0.2 | -0.3 | -1 | -0.1 | -3 | 5

Assay outcomes (PubChem BioAssay)

Compounds as they come (roughly 6.7% active in at least one column).
